Source: PubChem
N370S GC mod: qHTS Assay for Inhibitors and Activators of N370S glucocerebrosidase as a Potential Chaperone Treatment of Gaucher Disease. AID 2101, 2009. N370S GC spleen homogenate, 4MU-glucoside fluorescence. 0.092% of 330,000 active. Potency, µM (top dose mostly 59.4 µM), for inactives: at the top dose activity change, negative = inhibition, hits mostly inhibitors. Lysosomal acid glucosylceramidase (Homo sapiens), P04062;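 further: 0% = full enzyme activity and -100% = no enzyme basal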
TDP1 cell noCPT: qHTS for Inhibitors of human tyrosyl-DNA phosphodiesterase 1 (TDP1): qHTS in cells in absence of CPT; Potency, µM (top dose mostly 46.2 µM), without a hit: at the top dose activity change, negative = growth inhibition, usual class: inhibitors; 15% of 420,000 active; DT40 Tdp1-/- hTDP1 cells, no CPT, ATP luminescence, 48 h; AID 686978, 2013; further: nearly all actives have a fitted effect of over 55% in size
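Luminescent ATP content (CellTiter-Glo) served as the growth readout. Knockout chicken DT40 cells expressing human TDP1 were exposed to compounds without camptothecin for a minimum 48 hr at 37 °C.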
TDP1 inh: qHTS Assay for Inhibitors of Tyrosyl-DNA Phosphodiesterase (TDP1). 0.28% of 350,000 active. Tyrosyl-DNA phosphodiesterase 1 (Homo sapiens), Q9NUW8. Potency, µM (series often up to 130 µM), for the others: at the top dose activity change, negative = inhibition, usual class: inhibitors. AID 485290, 2010. recombinant TDP1, AlphaScreen DNA substrate cleavage; further: nearly all actives have a fitted effect of over 40% in size
Target sequence (Q9NUW8 whole entry, looked up): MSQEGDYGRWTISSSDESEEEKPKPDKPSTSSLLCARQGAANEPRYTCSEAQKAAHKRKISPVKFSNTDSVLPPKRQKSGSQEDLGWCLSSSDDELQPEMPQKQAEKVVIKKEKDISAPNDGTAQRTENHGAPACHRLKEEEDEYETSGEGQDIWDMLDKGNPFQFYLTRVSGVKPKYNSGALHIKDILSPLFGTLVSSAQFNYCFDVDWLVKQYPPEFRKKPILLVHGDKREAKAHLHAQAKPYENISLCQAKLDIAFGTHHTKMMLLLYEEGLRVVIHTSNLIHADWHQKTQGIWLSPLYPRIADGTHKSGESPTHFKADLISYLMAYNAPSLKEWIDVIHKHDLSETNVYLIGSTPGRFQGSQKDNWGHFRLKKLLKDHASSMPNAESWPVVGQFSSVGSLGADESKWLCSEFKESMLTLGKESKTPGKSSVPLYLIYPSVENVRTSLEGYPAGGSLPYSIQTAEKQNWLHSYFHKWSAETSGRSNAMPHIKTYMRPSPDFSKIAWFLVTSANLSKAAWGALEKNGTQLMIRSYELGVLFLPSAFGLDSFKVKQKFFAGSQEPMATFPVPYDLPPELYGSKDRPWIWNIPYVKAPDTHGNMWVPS
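Recombinant E. coli-expressed Tdp1 (1 nM) preincubated with compound 15 min at RT, then 5'-biotin/3'-phosphotyrosine-FITC DNA substrate (15 nM) added for 5 min. AlphaScreen beads (10 ug/ml) added, 10 min RT; tyrosine-FITC cleavage read as signal loss.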
Numbers without * were called inactive; ? = inconclusive; / = not tested or not shown; & = joins results of further samples; [ ] = another dose, or the depositor's remark. The call rests on the fitted dose curve; in most records, active means well fitted curve in the direction sought with a large enough effect; inconclusive means small, poorly fitted or top-dose-only effect, or another doubt; inactive means no such curve, though single readings can be large; an effect the other way counts as inactive or inconclusive. Unless noted, on the % scale 0 is the no-effect control and ±100 the full control effect; potency means the concentration at half of the fitted maximal effect. Only part of the results is shown. The share of hits here may be higher or lower than overall.

canonical_smiles | N370S GC mod | TDP1 inh | TDP1 cell noCPT
O=C(O)CC1S/C(=N/N=C/c2ccc(-c3ccc(Cl)c([N+](=O)[O-])c3)o2)NC1=O (stereo not given) | -3.2% | 0.0% | -18.3%
CC(C)N(C(=S)NCc1ccccc1)c1ccccc1 | 11.1% | 0.0% | -9.9%
COC(=O)Cc1ccc(NC(=S)NCc2ccco2)cc1 | -4.6% | 5.1% | -22.3%
Cc1ccccc1-n1c2nc(=O)[nH]c(=O)c-2cc2c(Cl)cccc21 | / | 4.0%[12.3 µM] | 0.517µM*
CC(=O)c1cc(C(C)=O)c(C)nc1C | -3.1% | 0.0% | -10.5%
CCN(CC)C(=O)Oc1ccc(NC(C)=O)cc1 | 1.8% | 2.3% | 1.8%
O=C(Cn1cnc2c(nnn2Cc2ccc(F)cc2)c1=O)NCc1ccco1 | 2.0% | 1.2% | -14.0%
Cc1ccc(-n2ncc3c(N4CCN(c5ccc(F)cc5)CC4)ncnc32)c(C)c1 | 0.3% | 1.1% | ?
COc1ccc(N(C(=O)c2cccnc2)S(=O)(=O)c2ccccc2)cc1 | ? | 5.4% | ?
CC1Cc2nc(SCC(=O)N3CCc4ccccc43)n(C)c(=O)c2S1 (stereo not given) | 15.5% | 5.9% | 23.1µM*
COc1ccc(NC(=O)c2c(C(F)(F)F)nn(C)c2Cl)cc1 | -0.5% | 1.6% | ?
CC(C)CN1CCN(Cc2cccc3cccnc23)CC1CCO (stereo not given) | -24.9% | 2.6% | ?
COc1cc(/C=C2\SC(=S)N(Nc3ncc(C(F)(F)F)cc3Cl)C2=O)cc(OC)c1OC | -11.8% | 11.4% | -14.7%
O=C(N/C(=C/c1cccc([N+](=O)[O-])c1)C(=O)N1CCCCC1)c1cccs1 | -3.4% | 0.0% | ?
COCCn1c(N)c(N(Cc2ccccc2)C(=O)C2=COCCO2)c(=O)[nH]c1=O | -19.5% | 4.1% | -17.5%
Cn1c(=O)cc(OCCCC(=O)NCc2ccco2)c2ccccc21 | -8.1% | 4.5% | -16.6%
COc1ccccc1C(=O)NC(=O)COC(=O)CCNS(=O)(=O)c1ccccc1 | -0.4% | -5.1% | -18.0%
FC(F)(F)c1ccc(-n2ccnc2)nc1 | -6.3%[2.35 µM] | 1.0% | 10.8%
COc1ccccc1N(C)C(=O)c1cc(S(=O)(=O)N2CCc3ccccc32)cn1C | 1.7% | / | 25.9µM*
Cc1cc(C)cc(NC(=O)CSc2nc(=O)n(CCN3CCOCC3)c3c2CCCC3)c1 | 1.4% | -1.7% | -22.7%

Shown with each value named: four of the compounds above
> COc1ccc(N(C(=O)c2cccnc2)S(=O)(=O)c2ccccc2)cc1
- N370S GC mod: ?
- TDP1 inh: 5.4%
- TDP1 cell noCPT: ?
> CC1Cc2nc(SCC(=O)N3CCc4ccccc43)n(C)c(=O)c2S1 (stereo not given)
- N370S GC mod: 15.5%
- TDP1 inh: 5.9%
- TDP1 cell noCPT: 23.1µM*
> COc1ccc(NC(=O)c2c(C(F)(F)F)nn(C)c2Cl)cc1
- N370S GC mod: -0.5%
- TDP1 inh: 1.6%
- TDP1 cell noCPT: ?
> CC(C)CN1CCN(Cc2cccc3cccnc23)CC1CCO (stereo not given)
- N370S GC mod: -24.9%
- TDP1 inh: 2.6%
- TDP1 cell noCPT: ?

Next section:
canonical_smiles | N370S GC mod | TDP1 inh | TDP1 cell noCPT
Cc1ccc(C(=O)c2cc3ccccc3o2)cc1C | 17.0% | 4.0% | ?
COc1ccc(/C=C/C(=O)Nc2nc(C)c(C(=O)N(C)C)s2)cc1OC | -6.0% | 10.8% | -10.8%
Cc1nc2c(-c3ccc(F)cc3)c(C)[nH]n2c(=O)c1Cl | 8.4% | / | ?
Cc1cc(=O)c2cc(Br)ccc2[nH]1 | -0.5% | 0.5% | 6.51µM*
CC1CCN(S(=O)(=O)c2ccc(C(=O)Nc3nnc(-c4ccco4)o3)cc2)CC1 | -7.6% | 4.6% | 18.4µM*
CCc1cccc(C)c1Nc1c(-c2ccc(N(C)C)cc2)nc2cnccn12 | / | 14.7% | 23.1µM*
Cc1[nH]n(-c2c(Cl)cc(Cl)cc2Cl)c(=O)c1C=Nc1ccc(S(=O)(=O)N2CCOCC2)cc1 | -0.8% | 7.0% | 11.8%
O=C(Nc1ccc(Cl)c(S(=O)(=O)N2CCCCC2)c1)c1cnccn1 | / | 2.5% | -14.7%
O=C(c1cc(-c2ccco2)nc2ccccc12)N1CCN(c2ccc(F)cc2)CC1 | 2.0% | -5.6% | 13µM*
Cn1c(=O)c2c(nc(NCCCN3CCOCC3)n2Cc2cccc(Cl)c2)n(C)c1=O | -1.2% | 5.3% | ?
CCCOc1ccc(C(=O)CCC(=O)NNC(=O)c2ccncc2)cc1 | 2.2% | 2.6% | 8.4%
CCc1c(C)c2c(C)nn(-c3ccccc3)c2oc1=O | 20.1% | -0.1%[56.1 µM] | -20.2%
CCC(C)C(NC(=O)C1CCC(C)CC1)C(=O)NC(C(=O)OC)C(C)C (stereo not given) | -26.1% | 2.9% | ?
N=c1c(S(=O)(=O)c2ccc(Cl)cc2)cc2c(=O)n3ccccc3nc2n1C1CCCCC1 | -3.5% | 3.2% | ?
CCCc1cnc2c(c1SCC(=O)Nc1ccccc1F)c(=O)n(C)c(=O)n2C | / | 0.0% | 23.1µM*
COc1ccc(CCN=C(N)NS(=O)(=O)c2ccccc2)cc1OC | -17.6% | 2.7% | -23.9%
CNCCCOc1ccc2c(c1)CCC2 | -1.7% | 2.4% | ?
COc1cc(NS(=O)(=O)c2ccc(NC(=O)COc3ccccc3Cl)cc2)nc(OC)n1 | -6.7% | 6.6% | -7.9%
CCc1ccc(NC(=O)N2CCOc3ccc(Cl)cc32)cc1 | / | 3.9% | 13µM*
COC(=O)c1ccc(N=NNc2ccc(C(=O)OC)cc2)cc1 | 8.8% | 2.7% | -17.4%
Cc1cc(NC(=O)COc2c(C)cccc2C)no1 | 0.3% | / | 1.0%
O=c1c2ccccc2ncn1-c1ccc([N+](=O)[O-])cc1[N+](=O)[O-] | -6.0% | / | 18.4µM*
Nc1cccnc1Oc1ccc(F)cc1 | -4.2% | 5.1% | -0.9%
COc1cc(/C=C2/SC(N)=NC2=O)ccc1Oc1ccc([N+](=O)[O-])cc1[N+](=O)[O-] | -0.7% | 1.8% | 2.91µM*
C=CCn1c(CCc2cc(C(C)(C)C)c(O)c(C(C)(C)C)c2)n[nH]c1=S | 12.3% | 7.0% | ?
Cc1cc(NC(=O)c2cncc(Br)c2)n(-c2ccccn2)n1 | 4.7% | -0.5% | ?
CCOC(=O)c1cc(-c2ccccc2)n(CCCC(=O)Nc2cccc(C)c2C)c1C | / | 6.6% | ?
CC12COC3(C(N)=O)CC1CCC32C (stereo not given) | 4.3% | 3.2% | 24.0%
Nc1nnc(N2CCc3ccccc32)s1 | 5.9% | 2.6% | -6.2%
CCC(=O)N1c2ccccc2CC1C(=O)NCc1cccc(C)c1 (stereo not given) | / | -6.2% | -2.8%
CCOc1ccc(-c2noc(CCCC(=O)NCC3CCCO3)n2)cc1OC (stereo not given) | 6.9% | 1.2% | ?
COc1cccc(NC(=O)C2CCCN(S(=O)(=O)c3cn(C(C)C)cn3)C2)c1 (stereo not given) | / | 3.8% | -26.8%
CCn1cc(C(=O)NCc2ccc(C)cc2)c(=O)c2cc(S(=O)(=O)N3CCc4ccccc4C3)ccc21 | / | 7.0% | 11.6µM*
CC(=O)c1ccc(NC(=O)CSc2nnc(NC(=O)C3CC3)s2)cc1 | -1.6% | 1.9% | 6.4%
Cc1cc(C)c(S(=O)(=O)N(C)CC(=O)N2CCCCC2)c(C)c1 | -16.7% | 4.4% | -14.5%
CN(C)S(=O)(=O)c1ccc(Cl)c(NC(=O)CN2CCc3ccccc3C2)c1 | -8.4% | -0.6% | 20.6µM*
Cc1ccc(S(=O)(=O)N2CCCC(C(=O)NCC(C)C)C2)cc1 (stereo not given) | 0.4% | -2.5% | -27.1%
Cc1nnc(SCC2=C(C(=O)O)N3C(=O)C(NC(=O)Cc4ccccc4)C3SC2)s1 (stereo not given) | / | ? | 3.4%
S=c1[nH]nc(C2CCCCC2)n1/N=C/c1cccc(Cl)c1Cl | ? | / | 23.1µM*
Cc1cc(C)cc(N(C(=O)c2nsc(Cl)c2Cl)C(C(=O)NC2CCCC2)c2ccc(O)cc2)c1 (stereo not given) | ? | 4.7% | ?
CC1(C)Cc2c(sc(NC(=O)C(C)(C)C)c2C#N)C(C)(C)N1 | 3.4% | 6.7% | -24.5%
Cn1c2ccccc2c2cc([N+](=O)[O-])ccc21 | -1.2% | / | -26.3%
O=S(=O)(NC1CCCCC1N1CCCCC1)c1ccccc1 (stereo not given) | -6.4% | / | 9.6%
O=C(CN(C(=O)c1ccc(Cl)cc1)N1C(=O)C2C3C=CC(C3)C2C1=O)c1cccs1 (stereo not given) | 4.3% | -4.3% | -1.9%
CCOC(=O)C1=C(COC(=O)CCOc2ccc(OC)cc2)NC(=O)NC1C (stereo not given) | / | 0.1%[56.1 µM] | -4.5%
CC(C)NC(=O)N1CCC(n2nccc2NC(=O)CCOc2ccccc2)CC1 | 1.1% | 0.7% | 5.8%
O=C(c1ccc([N+](=O)[O-])o1)N1CCN(c2nc3c(Cl)cccc3s2)CC1 | -0.4% | -0.2% | 13µM*
COc1ccccc1N1CCN(c2cc(C)nc3c(-c4ccc(Cl)cc4)c(C)nn23)CC1 | / | 3.8% | -4.5%
CCn1cc(C(=O)NCc2ccccc2F)c(=O)c2ccc(C)nc21 | -5.4% | / | -23.0%
COc1ccc(NC(=S)NC(NC(=O)/C=C/c2ccccc2)C(Cl)(Cl)Cl)cc1 (stereo not given) | 8.1% | -2.0% | 18.4µM*
Cc1ccc(C2CC(c3cccc(Br)c3)n3nc(N)nc3N2)cc1 (stereo not given) | -4.3% | 7.6% | ?
O=C(CN1CCC(O)(c2ccc3c(c2)OCO3)CC1)N1CCOCC1 | 6.5% | 5.0% | -2.7%
Cc1c(CC(=O)NCC(C)C)c(=O)oc2cc3c(cc12)CCC(C)(C)O3 | ? | / | 18.4µM*
CCc1nc(CNC(=O)C2CCC(=O)N(Cc3cccc(OC)c3)C2)no1 (stereo not given) | -21.1% | -0.1% | 26.4%
Cc1cc(C)nc(CCNC(=O)c2cc(COc3c(F)cccc3F)on2)n1 | -1.6% | 2.7% | -4.3%
Cc1ccc(CSCCNC(=O)/C=C/c2ccccc2Cl)cc1 | 21.1% | -1.0% | -1.7%
CCOC(=O)C1=C(C)NC(=O)CC1c1ccccc1OC (stereo not given) | -0.3% | -1.2% | 1.5%
COc1ccccc1CNC(=O)c1ccc2c(c1)CCN2S(=O)(=O)c1ccccc1 | / | -2.3% | 8.2µM*
CC1COC(Cn2c3ccccc3c3ccccc32)O1 (stereo not given) | -0.6% | / | 18.4µM*
COC(=O)[C@@H](NC(=O)c1ccccc1OC1CCN(S(C)(=O)=O)CC1)C(C)C | 3.3% | 3.9% | -11.3%

Next section:
canonical_smiles | N370S GC mod | TDP1 inh | TDP1 cell noCPT
Cc1cc(NS(=O)(=O)c2ccc(NC(=O)/C=C/c3c(F)cccc3Cl)cc2)nc(C)n1 | 0.6% | 6.8% | -15.9%
COc1ccc(CSc2nc3ccccc3[nH]2)cc1 | -10.9% | 2.0% | ?
Cc1cccc(N(Cc2ccc(Cl)cc2)S(C)(=O)=O)c1 | 5.8% | -3.7% | -26.4%
Cc1cc2cc(CN(CC3CCCO3)C(=S)Nc3ccccc3)c(=O)[nH]c2cc1C (stereo not given) | ? | 6.9% | 5.8µM*
Cn1c(NCCCO)nc2c1c(=O)n(Cc1ccccc1F)c(=O)n2C | 1.5% | 5.7% | 0.5%
O=C(CCS(=O)(=O)Cc1ccccc1F)NCc1ccccc1Cl | -2.6% | 3.5% | -10.6%
CCCCCC(=O)N1CCN(CCN=CC2=C(O)CC(c3ccc(OC)cc3)CC2=O)CC1 (stereo not given) | -1.0% | 4.2% | -8.7%&-4.1%
CN(C)CCCN(C(=O)c1ccc(S(=O)(=O)N2CCCCCC2)cc1)c1nc2ccc(Br)cc2s1 | ? | 9.9% | 18.4µM*
O=C(O)CCCNC(=O)/C(=C\C=C\c1ccccc1)NC(=O)c1ccccc1Cl | 6.9% | -2.8% | -5.8%
CN(C(=O)CSc1nc(-c2ccccc2)c(-c2ccccc2)o1)C1CCS(=O)(=O)C1 (stereo not given) | -7.2% | 4.8% | ?
C#CCOc1ccc(/C=C2/C(=O)ON=C2C)cc1OCC | -2.4% | / | ?
O=C(c1cccc(NC2=NC3CS(=O)(=O)CC3S2)c1)N1CCN(c2cccc(Cl)c2)CC1 (stereo not given) | 1.4% | / | ?
O=C1C(CCC(O)c2ccc(F)cc2)C(c2ccc(O)cc2)N1c1ccc(F)cc1 (stereo not given) | -2.4% | 9.0%[56.1 µM] | /
